Screens from PubChem BioAssay.
IDE exosite FP: exo-site inhibitors of human insulin-degrading enzyme. AID 1259349. 17,000 tested, 6.3% active. purified IDE, FL-6b probe fluorescence polarization; stronger effect = lower value. z-score at 20 µM;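 active = z-score of -3 or lower, meaning strong loss of probe binding signal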;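 also: His-tagged human IDE residues 42-1019 made in E. coli with 30 nM FL-6b probe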
Target sequence (P14735 42-1019 limits assumed): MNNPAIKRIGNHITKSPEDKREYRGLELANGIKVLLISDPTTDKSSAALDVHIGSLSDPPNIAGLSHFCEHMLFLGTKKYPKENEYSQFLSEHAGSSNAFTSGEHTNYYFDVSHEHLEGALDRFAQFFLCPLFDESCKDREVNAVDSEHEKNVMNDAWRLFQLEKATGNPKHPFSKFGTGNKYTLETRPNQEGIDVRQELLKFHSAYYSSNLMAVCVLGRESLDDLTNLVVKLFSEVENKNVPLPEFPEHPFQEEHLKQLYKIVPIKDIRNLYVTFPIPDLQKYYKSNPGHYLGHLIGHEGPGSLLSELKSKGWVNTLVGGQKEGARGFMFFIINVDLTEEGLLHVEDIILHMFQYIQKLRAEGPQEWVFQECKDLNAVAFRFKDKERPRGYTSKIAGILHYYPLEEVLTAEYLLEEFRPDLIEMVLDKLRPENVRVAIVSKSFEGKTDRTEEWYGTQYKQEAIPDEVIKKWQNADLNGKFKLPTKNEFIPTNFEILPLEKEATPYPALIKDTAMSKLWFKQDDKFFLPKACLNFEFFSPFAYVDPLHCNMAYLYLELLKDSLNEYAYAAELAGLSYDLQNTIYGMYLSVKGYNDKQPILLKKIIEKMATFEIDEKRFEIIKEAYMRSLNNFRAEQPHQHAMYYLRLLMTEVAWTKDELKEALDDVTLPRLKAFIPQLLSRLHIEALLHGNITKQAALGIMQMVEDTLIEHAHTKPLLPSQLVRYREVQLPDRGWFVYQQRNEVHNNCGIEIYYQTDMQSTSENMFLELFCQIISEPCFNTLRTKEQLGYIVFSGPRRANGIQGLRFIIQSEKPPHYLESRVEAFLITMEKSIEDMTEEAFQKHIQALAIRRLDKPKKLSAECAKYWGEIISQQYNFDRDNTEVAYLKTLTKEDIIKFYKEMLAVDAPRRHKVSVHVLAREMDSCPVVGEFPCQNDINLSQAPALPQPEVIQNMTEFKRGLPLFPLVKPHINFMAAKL
Numbers without * were called inactive; & = joins results of further samples. This is a subset; rates above refer to the full screens.

SMILES	IDE exosite FP
CCS(=O)(=O)N1[C@H](C#N)[C@@H](c2ccc(C#CC(C)C)cc2)[C@@H]1CO	3.6
N#C[C@@H]1[C@@H](c2ccc(C3=CCCCC3)cc2)[C@H](CO)N1C(=O)c1ccccn1	-0.3
CCCN1[C@@H]2c3ccc(-c4ccccc4)c(=O)n3C[C@H]1[C@H](CO)[C@H]2C(=O)NCC	0.31
C/C=C/c1ccc2c(c1)O[C@H](CN(C)C(=O)Nc1ccc(OC)cc1)[C@@H](C)CN([C@H](C)CO)S2(=O)=O	-1.3
COc1ccccc1NC(=O)N1C[C@H](O)COC[C@@H]2O[C@H](CC(=O)NCCc3ccncc3)CC[C@H]21	-0.079
C/C=C/c1ccc([C@@H]2[C@H](CO)N3CCCCN(S(=O)(=O)c4cccs4)C[C@@H]23)cc1	-0.58
O=C(C[C@H]1CC[C@@H]2[C@H](COC[C@H](O)CN2Cc2ccc(Oc3ccccc3)cc2)O1)N1CCN(c2ccccc2)CC1	-0.083
C[C@@H]1COCc2cn(nn2)CC[C@H](C)C(=O)N1	0.51
CS(=O)(=O)N1CCCCN2[C@H](CO)[C@@H](c3ccc(-c4cccc(C#N)c4)cc3)[C@H]2C1	3
CC(C)C#Cc1ccc([C@H]2[C@H](C#N)N(C(=O)C3CC3)[C@H]2CO)cc1	2.7

7 compounds drawn at random from the list so far, as already listed:
SMILES	IDE exosite FP
COc1ccccc1NC(=O)N1C[C@H](O)COC[C@@H]2O[C@H](CC(=O)NCCc3ccncc3)CC[C@H]21	-0.079
C[C@@H]1COCc2cn(nn2)CC[C@H](C)C(=O)N1	0.51
O=C(C[C@H]1CC[C@@H]2[C@H](COC[C@H](O)CN2Cc2ccc(Oc3ccccc3)cc2)O1)N1CCN(c2ccccc2)CC1	-0.083
CCCN1[C@@H]2c3ccc(-c4ccccc4)c(=O)n3C[C@H]1[C@H](CO)[C@H]2C(=O)NCC	0.31
C/C=C/c1ccc2c(c1)O[C@H](CN(C)C(=O)Nc1ccc(OC)cc1)[C@@H](C)CN([C@H](C)CO)S2(=O)=O	-1.3
C/C=C/c1ccc([C@@H]2[C@H](CO)N3CCCCN(S(=O)(=O)c4cccs4)C[C@@H]23)cc1	-0.58
CC(C)C#Cc1ccc([C@H]2[C@H](C#N)N(C(=O)C3CC3)[C@H]2CO)cc1	2.7

Remaining list, next part:
SMILES	IDE exosite FP
C[C@@H]1CN([C@H](C)CO)C(=O)c2cc(NS(=O)(=O)c3ccc(F)cc3)ccc2O[C@@H](C)CCCCO[C@H]1CN(C)C(=O)Nc1ccc2c(c1)OCO2	1.8
COc1ccccc1C(=O)Nc1ccc2c(c1)C(=O)N(C)C[C@@H](OC)[C@H](C)CN(C(C)=O)[C@@H](C)CO2	-0.24
C/C=C/c1ccc([C@@H]2[C@@H](CN(CC)C(C)=O)N(Cc3cccnc3)[C@H]2CO)cc1	0.34
CC(C)C#Cc1ccc([C@@H]2[C@@H](CO)N3CCCCN(C(=O)c4ccc5c(c4)OCO5)C[C@@H]23)cc1	0.89
COc1ccc(C#Cc2ccc([C@@H]3[C@H](CO)N4CCCCN(C(=O)Nc5cccc(F)c5)C[C@@H]34)cc2)cc1	3.1
CN1CCN(C(=O)C[C@@H]2CC[C@@H]3[C@H](COC[C@@H](O)CN3C(=O)Nc3ccc4c(c3)OCO4)O2)CC1	2.2
CCC(=O)N1CC2(CN(C(C)=O)C2)c2c([nH]c3cc(OC)ccc23)[C@H]1CO	0.56
COCC(=O)N1CCCCN2[C@H](C1)[C@@H](c1ccc(-c3ccccc3)cc1)[C@@H]2CO	1.6
CNC[C@H]1OCCCC[C@@H](C)Oc2ccc(NS(=O)(=O)c3ccc(F)cc3)cc2C(=O)N([C@H](C)CO)C[C@@H]1C	0.19
COc1cccc(-c2ccc3c(c2)[C@@H]2[C@@H](CCN2S(=O)(=O)c2ccccc2F)[C@H](CO)N3)c1	0.41
O=C(c1ccncc1)N1CCCCN2[C@H](C1)[C@H](c1ccc(-c3ccccc3)cc1)[C@@H]2CO	1.9
C[C@H](CO)N1C[C@H](C)[C@@H](CN(C)S(=O)(=O)c2ccc(Oc3ccccc3)nc2)OCc2cnnn2CCCC1=O	-1.7
O=C([C@H]1[C@H](CO)[C@H]2Cn3c(ccc(-c4ccc(F)cc4)c3=O)[C@H]2N1Cc1cocn1)N1CCCCC1	0.42
C/C=C/c1ccc([C@H]2[C@@H](C#N)N(c3ncc(CC)s3)[C@H]2CO)cc1	2.6
O=C(C[C@H]1C[C@@H]2c3cc(NC(=O)C4CCC4)ccc3O[C@@H]2[C@H](CO)O1)NC1CCCC1	-0.27
CN(C)CC(=O)N1[C@H](CO)[C@H](c2ccc(-c3ccccc3F)cc2)[C@@H]1C#N	0.68
COCC#Cc1ccc([C@H]2[C@@H](CO)N3CCCCN(C(=O)CN(C)C)C[C@H]23)cc1	1.1
CC(=O)NC[C@@H]1[C@H](c2ccc(-c3ccccc3)cc2)[C@H](CO)N1C(=O)C1CC1	3.1
O=C(N[C@@H]1CC[C@H](CC(=O)N2CCOCC2)O[C@H]1CO)c1cccc(F)c1	-0.91
Cc1ccc(OC(=O)N(C)C[C@@H]2OCc3ccccc3-c3ccccc3C(=O)N([C@@H](C)CO)C[C@@H]2C)cc1	0.021
CN(C)C(=O)c1cccc(-c2ccc([C@H]3[C@@H](C#N)N(C(=O)C4CCC4)[C@@H]3CO)cc2)c1	1.8
CN1c2ccc(C#Cc3cccnc3)cc2[C@@H]2[C@@H](CCN2C(=O)CN2CCOCC2)[C@H]1CO	-1.2
C[C@H](CO)N1C[C@H](C)[C@H](CN(C)C(=O)c2ccc(N3CCN(C)CC3)cc2)OCc2cn(nn2)CCCC1=O	0.42
COc1ccccc1-c1ccc([C@H]2[C@H]3CN(Cc4ccncc4)CCCCN3[C@H]2CO)cc1	-4.7*
CCCN(C)C[C@H]1OCCCC[C@H](C)Oc2ccc(NC(=O)CCCN(C)C)cc2C(=O)N([C@H](C)CO)C[C@@H]1C	1.3
COCC(=O)N1[C@H](C#N)[C@H](c2ccc(C3=CCCC3)cc2)[C@@H]1CO	1.3
CO[C@@H]1CN(C)C(=O)c2cc(NC(=O)Nc3cc(F)ccc3F)ccc2OC[C@H](C)NC[C@H]1C	2.2
C[C@H]1CN([C@@H](C)CO)C(=O)c2cc(NC(=O)C3CCCCC3)ccc2O[C@H]1CN(C)Cc1ccc2c(c1)OCO2	0.36
CCCC(=O)Nc1ccc2c(c1)OC[C@H](C)N(C(=O)c1cccnc1)C[C@@H](C)[C@@H](OC)CN(C)C2=O	1
CCCNC(=O)N1CC2(CCN(S(=O)(=O)CC)CC2)c2c([nH]c3cc(OC)ccc23)[C@@H]1CO	-1.9
C/C=C/c1ccc([C@H]2[C@H](CO)N(c3nc(CC)cs3)[C@H]2CNC(C)C)cc1	-1.3
C[C@H]1CN([C@@H](C)CO)C(=O)c2cc(-c3cccc(C(=O)N(C)C)c3)cnc2O[C@@H]1CN(C)C(=O)Cc1ccccn1	-0.017
CCC(=O)N(C)C[C@H]1[C@@H](c2ccc(-c3ccccc3F)cc2)[C@@H](CO)N1C(C)=O	5.2
O=C(C1CCOCC1)N1CC(=O)N2[C@H](C1)[C@H](c1ccc(-c3cccnc3)cc1)[C@@H]2CO	-0.94
O=C(Cc1cccnc1)N1CC(=O)N2[C@H](CO)[C@@H](c3ccc(-c4cccc(F)c4)cc3)[C@@H]2C1	-3.4*
Cc1noc(C)c1NC(=O)N(C)C[C@@H]1OCc2cn(nn2)CCCC(=O)N([C@H](C)CO)C[C@H]1C	-2.2
CCN(C[C@@H]1[C@H](c2ccccc2)[C@@H](CO)N1C(=O)COC)S(C)(=O)=O	-0.53
C/C=C/c1ccc([C@H]2[C@@H](CO)N(C(=O)COC)[C@H]2CNC(=O)C2CC2)cc1	-0.41
COCCNC(=O)C[C@@H]1CC[C@@H]2[C@@H](COc3ccc(NS(=O)(=O)c4ccc(Cl)cc4)cc3C(=O)N2C)O1	-0.3
CCNC(=O)C[C@H]1CC[C@@H]2[C@H](COC[C@@H](O)CN2C(=O)C2CCCC2)O1	0.63
CN1CCN(C(=O)c2cc3c(c(-c4cccc(C5=CCCC5)c4)n2)[C@@H](CCO)N([S@](=O)C(C)(C)C)C3)CC1	0.13
O=C(C[C@H]1C=C[C@H](NC(=O)Cc2cccnc2)[C@@H](CO)O1)NCc1ccc2c(c1)OCO2	-0.52
Fc1ccc(-c2ccc(C3[C@H]4CNC[C@@H]3N4Cc3ccccn3)cc2)cc1 (some centres undefined)	5.5
CC(C)NC(=O)NC[C@H]1[C@@H](c2ccccc2)[C@@H](CO)N1C(=O)c1ccccc1	3.7
CC(=O)N(C)C[C@@H]1[C@H](c2ccc(-c3ccc(F)cc3)cc2)[C@H](CO)N1C(C)=O	0.68
COc1ccc2c3c(n(C)c2c1)[C@@H](CO)N(S(C)(=O)=O)CC31CCN(CC2CCCCC2)CC1	0.28
COc1ccccc1-c1ccc(C2[C@@H]3CN(S(=O)(=O)c4ccc(C)cc4)C[C@H]2N3)cc1 (some centres undefined)	-1.2&0.8
CN(C)CC(=O)N1[C@H](C#N)[C@@H](c2ccccc2-c2ccccc2F)[C@H]1CO	-0.59
CCc1sc(N2[C@H](C#N)[C@H](c3ccccc3-c3ccc(F)cc3)[C@H]2CO)nc1C	0.33
CS(=O)(=O)N1[C@@H]2c3ccc(-c4cccc(F)c4)c(=O)n3C[C@H]1[C@H](CO)[C@H]2C(=O)N1CCCCC1	0.45

Arranged by molecular weight (lowest first): some entries from above.
SMILES	IDE exosite FP
CN(C)CC(=O)N1[C@H](C#N)[C@@H](c2ccccc2-c2ccccc2F)[C@H]1CO	-0.59
O=C(C[C@H]1C=C[C@H](NC(=O)Cc2cccnc2)[C@@H](CO)O1)NCc1ccc2c(c1)OCO2	-0.52
CN1CCN(C(=O)c2cc3c(c(-c4cccc(C5=CCCC5)c4)n2)[C@@H](CCO)N([S@](=O)C(C)(C)C)C3)CC1	0.13

The list continues:
SMILES	IDE exosite FP
COc1ccc(-c2ccc([C@@H]3[C@H](C#N)N(C(=O)C4CCC4)[C@H]3CO)cc2)cc1	3.7
O=C(NCCc1ccccc1)[C@@H]1[C@@H](CO)[C@@H]2Cn3c(ccc(-c4cccc(F)c4)c3=O)[C@H]1N2	-0.11
CN1C(=O)c2cc(NC(=O)C3CCOCC3)ccc2OC[C@@H]2O[C@H](CC(=O)NCc3ccccc3F)CC[C@H]21	-0.92
CCCC#Cc1ccc([C@H]2[C@@H](CO)N(C(C)=O)[C@H]2CNC(=O)C2CCC2)cc1	2.4
C[C@H](CO)N1C[C@H](C)[C@H](CN(C)Cc2ccc(Oc3ccccc3)cc2)OCc2ccccc2-c2ccccc2C1=O	-0.42
CN1c2ccc(-c3ccc(C#N)cc3)cc2[C@H]2[C@H](CCN2S(=O)(=O)c2ccc(F)cc2)[C@@H]1CO	-0.095
COCC(=O)N1CCCCN2[C@H](CO)[C@H](c3ccc(-c4ccccc4)cc3)[C@@H]2C1	1.2
Cn1cnc(CCNC(=O)C[C@@H]2CC[C@@H]3[C@H](COC[C@H](O)CN3C(=O)Nc3ccc(C(F)(F)F)cc3)O2)c1	0.29
O=C1CCCn2cc(nn2)COC[C@@H](c2ccccc2)N1	-0.66
CC=Cc1ccc2n(c1=O)C[C@@H]1[C@@H](CO)[C@H](C(=O)NCCC)[C@H]2N1Cc1ccccc1OC (mixture of isomers)	-1
CCCC(=O)Nc1ccc2c(c1)C(=O)N(C)[C@@H]1CC[C@H](CC(=O)N3CCCCC3)O[C@H]1CO2	0.24
C[C@@H]1CN([C@H](C)CO)C(=O)CCCn2cc(nn2)CO[C@@H]1CN(C)C(=O)Nc1ccc2c(c1)OCO2	-0.66
CCCC#Cc1ccc([C@@H]2[C@@H](CO)N3CCCCN(Cc4ccncc4)C[C@H]23)cc1	3.3
N#C[C@@H]1[C@@H](c2ccc(C#Cc3cccc(F)c3)cc2)[C@@H](CO)N1C(=O)C1CC1	3
COc1ccc(C#Cc2ccc([C@H]3[C@H]4CN(C(=O)c5ccncc5)CCCCN4[C@H]3CO)cc2)cc1	3
C[C@@H](O)C#Cc1ccc([C@H]2[C@H]3CN(C(=O)c4cccc(F)c4)CCCCN3[C@H]2CO)cc1	2.3
Cc1ccccc1-c1ccccc1[C@@H]1[C@H](C#N)N(C(=O)c2ccccc2)[C@H]1CO	2.6
CC(C)NC(=O)N1[C@H](CO)[C@H](c2ccccc2)C12CN(C(=O)c1ccccn1)C2	-1
COc1ccccc1NC(=O)N1CCCCN2[C@H](C1)[C@@H](c1ccc(C#Cc3ccccc3)cc1)[C@@H]2CO	2.6
COc1ccc2c3c(n(C)c2c1)[C@H](CO)N(S(C)(=O)=O)CC31CCN(CC2CCCCC2)CC1	1.1
COc1ccccc1CNC(=O)C[C@H]1CC[C@H]2[C@H](COc3ccc(NC(C)=O)cc3C(=O)N2C)O1	-2
COc1ccc(NC(=O)N[C@H]2CC[C@@H](CCNC(=O)CN3CCOCC3)O[C@H]2CO)cc1	1.4
CCN(C[C@@H]1[C@@H](c2ccccc2)[C@H](CO)N1C(C)=O)C(=O)c1cccc(F)c1	1.4
O=C(NC[C@@H]1N[C@@H](CO)[C@H]1c1ccc(-c2cccnc2)cc1)c1cccc(F)c1	2.7
O=C(Nc1ccc(F)cc1)N1CCCCN2[C@@H](CO)[C@@H](c3ccc(-c4ccncc4)cc3)[C@@H]2C1	5.6
COc1ccc(CNC(=O)C[C@@H]2C[C@H]3c4cc(N(C)C)ccc4O[C@H]3[C@@H](CO)O2)cc1	-0.15
CC(C)NC(=O)N1CCCCN2[C@H](C1)[C@@H](c1ccc(C#Cc3ccccc3)cc1)[C@@H]2CO	-3.7*
CN1C(=O)c2cc(NC(=O)c3cnccn3)ccc2OC[C@H]2O[C@@H](CC(=O)Nc3cc(F)ccc3F)CC[C@@H]21	-2
COc1ccc2c3c(n(C)c2c1)[C@H](CO)N(C(C)=O)CC31CN(Cc2ccc(Cl)cc2)C1	-1.2
COCC#Cc1ccc([C@H]2[C@@H](CO)N3CCCCN(C(=O)COC)C[C@@H]23)cc1	4.1
C[C@@H]1CN([C@@H](C)CO)C(=O)CCCn2nncc2CO[C@H]1CN(C)C(=O)Nc1ccc2c(c1)OCCO2	-1.1
